# HT1080-NT tox: kills 2HG-producing HT-1080-NT fibrosarcoma cells | 360,000 compounds, 1.6% hits | HT-1080-NT fibrosarcoma viability, CellTiter-Glo ATP luminescence, 48 h | Potency, µM (doses to about 46.1 µM), without a hit: at the top dose activity, negative = less viability, usual class: cytotoxic;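 note: NT is the 2HG producing partner of a matched IDH1 knockdown line; potency is the fitted concentration of half-maximal effect; 0% = DMSO-treated cells and -100% = media-only wells without cells; nearly all actives have a fitted effect of over 55% in size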
#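 Viability of the 2HG-overproducing fibrosarcoma line after 48 hours of compound exposure at 37 degrees C was determined by luminescence with CellTiter-Glo, and concentration-effect curves were then fitted and categorized.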
# HT1080 IDH1KD tx: kills HT-1080 cells with IDH1 knockdown; HT-1080 IDH1 knockdown viability, ATP luminescence, 48 h; Potency, µM (titrated, usually from 46.1 µM), inactives show at the highest dose activity, negative = toxicity, hits mostly cytotoxic; 360,000 compounds, 2% hits; AID 686971;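 note: potency is the fitted concentration of half-maximal effect; 0% = DMSO wells and -100% = cell-free medium wells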
#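 CellTiter-Glo luminescence after 48 h compound exposure at 37 degrees C of IDH1-knockdown HT-1080 cells in 5% FBS RPMI. %Activity scaled between DMSO wells and cell-free media wells, with curves fitted and assigned curve classes.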
# SW480 rerep: DNA re-replication induction in SW480 cells | SW480 DNA re-replication, Hoechst DNA content imaging, 48 h | Potency, µM (highest dose often 46.1 µM), for the others: at the highest dose re-replication activation, hits mostly activators | 340,000 compounds, 1.8% hits; note: potency is the fitted concentration of half-maximal effect; % of control where 0% means no effect; nearly all actives have a fitted effect of over 55% in size
#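 Image-based DNA-content assay: after two days of treatment, nuclei were labelled with the DNA dye Hoechst and imaged, and hits were compounds raising the count of nuclei showing high fluorescence intensity.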
# WRN inhibitor: inhibitors of human WRN helicase. WRN helicase unwinding, fluorescent forked duplex, kinetic. Potency, µM (highest dose often 114 µM), for the others: at the highest dose activity change, negative = inhibition, usual class: inhibitors. 360,000 compounds, 0.46% hits. Q14191; note: potency is the fitted concentration of half-maximal effect; % is set by controls: 0 for no effect and ±100 for the full control effect; nearly all actives have a fitted effect of over 55% in size
# Target sequence (Q14191 whole entry, looked up): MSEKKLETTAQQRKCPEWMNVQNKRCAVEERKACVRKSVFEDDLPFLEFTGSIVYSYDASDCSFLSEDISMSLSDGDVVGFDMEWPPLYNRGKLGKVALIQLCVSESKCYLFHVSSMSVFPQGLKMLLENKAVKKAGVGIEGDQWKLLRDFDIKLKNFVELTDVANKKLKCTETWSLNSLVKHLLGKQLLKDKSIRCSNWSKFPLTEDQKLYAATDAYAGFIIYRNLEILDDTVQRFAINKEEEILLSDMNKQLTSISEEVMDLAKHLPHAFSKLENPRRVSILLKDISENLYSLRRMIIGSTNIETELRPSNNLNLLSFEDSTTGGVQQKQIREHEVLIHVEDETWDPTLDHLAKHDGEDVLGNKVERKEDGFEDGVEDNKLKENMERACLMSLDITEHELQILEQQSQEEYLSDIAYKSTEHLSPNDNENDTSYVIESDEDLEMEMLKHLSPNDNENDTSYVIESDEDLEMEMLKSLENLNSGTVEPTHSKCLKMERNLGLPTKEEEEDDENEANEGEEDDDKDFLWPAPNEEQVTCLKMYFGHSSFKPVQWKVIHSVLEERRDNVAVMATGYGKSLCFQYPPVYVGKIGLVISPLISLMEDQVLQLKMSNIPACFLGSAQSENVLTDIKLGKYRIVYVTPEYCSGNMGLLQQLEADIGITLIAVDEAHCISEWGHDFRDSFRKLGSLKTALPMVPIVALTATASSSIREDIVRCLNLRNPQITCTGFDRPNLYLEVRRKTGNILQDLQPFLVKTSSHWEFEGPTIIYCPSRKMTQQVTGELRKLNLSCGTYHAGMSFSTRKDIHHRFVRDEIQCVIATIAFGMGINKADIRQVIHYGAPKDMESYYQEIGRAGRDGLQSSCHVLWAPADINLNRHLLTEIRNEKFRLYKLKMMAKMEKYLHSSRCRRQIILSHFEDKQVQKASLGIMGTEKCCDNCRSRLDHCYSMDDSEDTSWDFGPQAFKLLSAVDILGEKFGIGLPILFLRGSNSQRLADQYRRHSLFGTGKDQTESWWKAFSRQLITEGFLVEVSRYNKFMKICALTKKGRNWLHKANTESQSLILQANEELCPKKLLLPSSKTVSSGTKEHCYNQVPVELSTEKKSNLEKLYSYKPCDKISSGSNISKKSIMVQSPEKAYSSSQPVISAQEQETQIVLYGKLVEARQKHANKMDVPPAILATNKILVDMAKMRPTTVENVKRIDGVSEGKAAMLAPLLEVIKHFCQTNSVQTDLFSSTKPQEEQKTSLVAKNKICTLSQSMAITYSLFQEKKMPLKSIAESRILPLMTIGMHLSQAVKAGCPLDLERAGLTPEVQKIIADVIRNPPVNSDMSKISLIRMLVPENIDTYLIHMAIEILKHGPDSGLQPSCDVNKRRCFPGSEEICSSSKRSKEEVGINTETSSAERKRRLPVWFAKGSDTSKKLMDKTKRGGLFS
#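 WRN at 20 nM final preincubated with compound 15 min at room temperature; reaction started with 100 nM fluorophore/quencher forked duplex oligonucleotide and 2 mM ATP final. Unwinding followed kinetically by red fluorescence (ex 525, em 598 nm).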
# IL-1B inflam inh: inhibitors of inflammasome signaling (IL-1 beta secretion) | THP-1 LPS/ATP IL-1B secretion, AlphaLISA, 16 h; active compounds read low | activity change, % at 57.5 µM | 360,000 compounds, 4.7% hits | AID 743279; in the data active = activity change below about -50%; inconclusive = mostly about -30% to -49%; note: % is set by controls: 0 for no effect and ±100 for the full control effect
#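 Secreted IL-1B measured by AlphaLISA bead assay after 16 h compound exposure of THP-1 cells; compounds (final up to 57.5 uM) added 1 h before LPS (250 ng/mL) and ATP (1.25 mM) stimulation; lower signal means less secretion.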
# KB-V1 cytotox: KB-V1 MDR subline cytotoxicity | KB-V1 MDR cells viability, CellTiter-Glo, 72 h | Potency, µM (series often up to 46.1 µM), for the others: at the top dose activity change, negative = cytotoxicity, hits mostly cytotoxic | 400,000 compounds, 3.4% hits | AID 1347076; note: potency is the fitted concentration of half-maximal effect; % is set by controls: 0 for no effect and ±100 for the full control effect; nearly all actives have a fitted effect of over 60% in size
#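 Following 72 h at 37 degrees C with compound, KB-V1 cell viability was read by CellTiter-Glo luminescence, medium being phenol-red-free DMEM plus 10% FBS; concentration-response parameters came from normalized, curve-fitted qHTS data.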
# MCF10A rerep: induces DNA re-replication in MCF 10a normal breast cells; AID 624296; 350,000 compounds, 2.9% hits; Potency, µM (series often up to 46.1 µM), for the others: at the highest dose activity, positive = re-replication, actives largely listed as activators; MCF 10A DNA re-replication, Hoechst nuclear intensity, 48 h; note: potency is the fitted concentration of half-maximal effect; % of control where 0% means no effect; nearly all actives have a fitted effect of over 50% in size
# ATXN2 expr inh: inhibitors of ATXN2 expression; AID 1745845; 360,000 compounds, 0.72% hits; HEK-293 ATXN2-luciferase reporter, luminescence, 24 h; Potency, µM (series often up to 57 µM), inactives show at the highest dose activity change, negative = inhibition, hits mostly inhibitors; note: potency is the fitted concentration of half-maximal effect; % is set by controls: 0 for no effect and ±100 for the full control effect; nearly all actives have a fitted effect of over 55% in size
#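 ATXN2-luciferase reporter cells (luciferase flanked by upstream and downstream ATXN2 gene portions) were treated 24 h at 37 °C with compounds at up to 57 uM. SteadyGlo luminescence gave expression; GF-AFC fluorescence gave viability.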
# KB-3-1 tox: KB-3-1 parental cell cytotoxicity | KB-3-1 viability, CellTiter-Glo ATP luminescence, 72 h | Potency, µM (highest dose often 46.1 µM), for inactives: at the top dose activity change, negative = cytotoxic, usual class: cytotoxic | 400,000 compounds, 1.4% hits; note: potency is the fitted concentration of half-maximal effect; % is set by controls: 0 for no effect and ±100 for the full control effect; nearly all actives have a fitted effect of over 60% in size
#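 Using CellTiter-Glo luminescence, growth of non-resistant KB-3-1 adenocarcinoma cells is assessed 72 h after pin-tool compound addition at 37 °C. Normalized responses across the concentration series yield fitted curves.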
# * = called active by the depositor; ? = inconclusive; nt = not tested or not shown; [ ] = another dose, or the depositor's remark. Unless noted, calls come from the whole dose curve; as a rule, active = well fitted curve in the direction sought with a large enough effect; inconclusive = small, poorly fitted or top-dose-only effect, or another doubt; inactive = no such curve, though single readings can be large; an effect the other way counts as inactive or inconclusive.
# The first two records, ahead of the listing:
canonical_smiles	ATXN2 expr inh	IL-1B inflam inh	HT1080 IDH1KD tx	WRN inhibitor	KB-3-1 tox	KB-V1 cytotox	MCF10A rerep	HT1080-NT tox	SW480 rerep
CC(C)(C)S(=O)(=O)N1Cc2cc(CO)cc(CCO)c2[C@@H]1CCO	6%	21	2%	0%	0%	0%	2%	4%	1%
O=C(COC(=O)CN1C(=O)c2ccccc2C1=O)NC1CCCC1	9%	17	13%	1%	9%	12%	1%	12%	-3%

# Main list (from the top)
canonical_smiles	ATXN2 expr inh	IL-1B inflam inh	HT1080 IDH1KD tx	WRN inhibitor	KB-3-1 tox	KB-V1 cytotox	MCF10A rerep	HT1080-NT tox	SW480 rerep
CC(C)(C)S(=O)(=O)N1Cc2cc(CO)cc(CCO)c2[C@@H]1CCO	6%	21	2%	0%	0%	0%	2%	4%	1%
O=C(COC(=O)CN1C(=O)c2ccccc2C1=O)NC1CCCC1	9%	17	13%	1%	9%	12%	1%	12%	-3%
CCN(CC(=O)NCc1cccs1)S(=O)(=O)c1ccc([N+](=O)[O-])cc1	nt	10	8%	-6%	0%	?	-4%	-4%	?
O=C(C1CCN(c2ncnc3c2nc2n3CCCCC2)CC1)N1CCN(c2ccc(F)cc2)CC1	nt	-19	-7%	7%	?	-19%	-1%	-1%	7%
COC(=O)c1ccc(NC(=O)C23CC4CC(C2)CC(n2cncn2)(C4)C3)cc1	-37%	52	15%	4%	-4%	-17%	0%	16%	-12%
COCCn1c(-c2ccccc2)nc2ccccc21	23%	10	4%	6%	8%	0%	?	9%	?
CN(Cc1cccs1)C(=O)CCc1ccc(S(=O)(=O)N2CCOCC2)cc1	-4%	-6	-9%	5%	-7%	0%	8%	-1%	7%
COc1ccc2c(CN3CCN(c4ccccc4F)CC3)cc(=O)oc2c1	-9%	9	11%	-5%	0%	-3%	nt	29%	nt
COC(=O)c1ccc(N2CCCCC2)c(NC(=O)c2ccco2)c1	-8%	-2	-1%	-9%	-2%	-27%	?	-8%	0%
O=C(CCSCCc1ccccn1)Nc1ccc(Br)cc1F	4%	7	9%	-6%	18%	16%	22%	11%	2%
Cc1cc(C(=O)O)c(CCCN)s1	5%	24	4%[9.24 µM]	-10%[57.1 µM]	16%	13%	28%	3%	?
COc1ccc2[nH]c3c(c2c1)CCN1C(=O)C(CC(=O)NCCN2CCOCC2)C[C@H](C(=O)N(C(C)C)C(C)C)[C@@]31C (stereo partly specified)	2%	-25	-1%	8%	0%	-7%	-4%	0%	-30%[inhibitor]
O=c1cc(CSc2ccccn2)[nH]c(=O)[nH]1	7%	18	14%	4%	3%	18%	1%	13%	-3%
Cc1nc(-c2ccc(S(=O)(=O)N3CCN(Cc4ccccc4)CC3)s2)cs1	nt	-20	-14%	-3%	?	?	11%	?	-1%
CCOc1ccc(NC(=O)CCN2CCN(S(=O)(=O)c3ccc(OC)cc3)CC2)cc1	-16%	13	22%	-15%	-2%	?	-4%	6%	0%
CC1CCN(C(=S)NC2CC3CCC2C3)CC1 (stereo unspecified)	12%	31	13%	-15%	-3%	-11%	3%	4%	-3%
O=C(OCC(=O)N1CCOCC1)C(c1ccccc1)c1ccccc1	-1%	10	4%	-3%	0%	21µM*	9%	5%	?
Cn1c(=O)n(C)c2cc(N3CCCCC3)c(NC(=O)c3ccccc3)cc21	13%	32	23%	2%	12%	?	1%	?	28%
Nc1nc(NCc2ccco2)nc(N2CCOCC2)c1[N+](=O)[O-]	7%	40	3%	-17%	5%	-4%	0%	-2%	-17%
Cc1cc2c(cc1C)NC(=O)CC(C(F)(F)C(F)(F)C(F)(F)F)=N2	15%	4	?	2%	13%	12%	19%	-13%	-3%
COc1ccccc1/C=N/NC(=O)c1sc(C)nc1C	5%	35	3%	2%	0%	0%	0%	4%	-6%
Cn1c(N)c(C(=O)COC(=O)Cc2ccc(Br)cc2)c(=O)n(C)c1=O	-7%	-1	1%	2%	-4%	15%	-1%	0%	-4%
CCN(CC(=O)Nc1c(F)cccc1F)C(=O)c1nc2nccc(C)n2n1	-2%	0	-2%	-3%	9%	?	2%	-15%[9.24 µM]	-2%
O=S(=O)(c1ccccc1Br)N(Cc1ccccc1)CC(O)COCc1ccccc1 (stereo unspecified)	-23%	-61*	?	-13%	0%	0%	?	?	-8%
CCOc1nc(N2CCOCC2)nc(C)c1[N+](=O)[O-]	-2%	-27	0%	-1%	-14%	18%	3%	-8%	2%
COc1ccc(NC(=O)CCn2c(=S)[nH]c3ccccc3c2=O)cc1OC	-8%	0	4%	4%	-15%	?	4%	18%	11%
Cc1ccc(OCCNC(=O)/C=C/c2ccc([N+](=O)[O-])cc2)cc1C	-7%	?	-14%	2%	?	?	-7%	-9%	-4%
CC1=C2C(=O)OC(c3ccoc3)C2(C)CCC1 (stereo unspecified)	2%	0	10%	-14%	20%	4%	2%	4%	2%
O=C(NCC1CCCO1)C1CCN(C2CCN(C3CCCCCC3)CC2)CC1 (stereo unspecified)	-19%	-6	10%	3%	-6%	?	8%	-3%	3%
Cc1ccnc(SCC(=O)Nc2sccc2C#N)n1	10%	0	-3%	4%[11.6 µM]	-2%	18%	0%	0%	-8%
CCOC(=O)C1=C(O)C(=O)N(Cc2ccccc2)CC1	1%	10	9%	-4%	8%	13%	-8%	4%	-18%
Cc1ccc2c(c1)C(=O)CCCCC(=O)N2	4%	-10	-1%	2%	0%	15%	-1%	8%	0%
CCOC(=O)C1CCN(C(=O)CCc2ccc(S(=O)(=O)NC(C)C)cc2)CC1	-6%	-14	7%	-1%	20%	-6%	2%	11%	0%
CCOC(=O)C1=C(CN2CCN(C(=O)c3ccco3)CC2)NC(=O)NC1c1ccccc1 (stereo unspecified)	nt	5	2%	6%	1%	1%	-1%	-14%	-19%
Cc1ncc(CC(=O)n2cc(C(=O)c3cc(F)ccc3O)cn2)s1	50%[activator]	6	?	-13%	-22%	-1%	?	-23%	?
CSc1ccc(Cl)c(C(=O)OCC(=O)N2CCNC2=O)c1	nt	-17	7%	-3%	-3%	-6%	-3%	2%	-4%
Cc1cccc(C)c1NC(=O)COC(=O)c1cc[n+]([O-])cc1	-1%	14	0%	-29%	0%	9%	-1%	-13%	-2%
CC(=O)Nc1ccc(Oc2cc(N)cc([N+](=O)[O-])c2)cc1	nt	10	7%	3%	-1%	0%	0%	7%	17%
CCCNC(=O)c1ccc2c(=O)c(O)c(-c3ccsc3)[nH]c2c1	?	97	-25%	-21%	?	?	-12%	-24%	-1%
CC(C)(C)c1ccc(S(=O)(=O)N2CCN(C(=O)C3CCC3)CC2)cc1	-1%	12	1%	-23%	nt	nt	18%	2%	1%
NC(=O)C1CCCN(C(=O)CCC(=O)c2cccs2)C1 (stereo unspecified)	8%	-4	9%	-6%	4%	0%	-4%	5%	2%
O=C(NC(=S)Nc1ccc(S(=O)(=O)N2CCCCC2)cc1)c1ccccc1	-16%	-10	-1%	-18%	-8%	-20%	14%	2%	0%
CC(C)(C)c1[nH]nc2c1C(C1C=CCCC1)C(C#N)=C(N)O2 (stereo unspecified)	-12%	-15	-12%	-14%	1%	0%	4%	-2%	11%
CCN(CC)S(=O)(=O)c1ccc(N2CCN(S(=O)(=O)c3ccc4c(c3)OCCO4)CC2)nc1	-27%	-11	-22%	-6%	?	-14%	12%	-11%	1%
O=C(c1cccc(C(=O)N2CCN(c3ccccc3)CC2)c1)N1CCN(c2ccccc2)CC1	-6%	0	-26%	-6%	0%	?	1%	2%	-2%
CC1(C)CC(=O)C(C(c2ccc3c(c2)OCO3)C2C(=O)CC(C)(C)CC2=O)C(=O)C1	12%	30	29%	7%[57.1 µM]	1%	-15%	nt	16%	nt
CCN1CCN(c2ccc(NC(=O)Cc3ccccc3)cc2)CC1	10%	11	12%	3%	2%	-3%	-3%	9%	-4%[9.22 µM]
COc1ccc(N2C(=O)C(O)C2c2ccc(C)cc2)cc1 (stereo unspecified)	7%	0	24%	-5%	15%	-24%	-6%	6%	?
O=C(C1CCN(S(=O)(=O)c2ccc(Br)s2)CC1)N1CCN(C2CCCCC2)CC1	-19%	-12	-19%	1%	-1%	-12%	23%	-17%	-13%
CCOc1ccc(-n2cnc3c(=O)[nH]c(N)nc32)cc1	nt	-22	-3%	-6%	-1%	2%	3%	4%	-15%
Cc1ccc(NC(=O)COC(=O)c2ccco2)cc1S(=O)(=O)N1CCCCC1	nt	9	8%	4%	2%	30%	nt	12%	nt
C=CCN1CC(c2nc3ccccc3n2Cc2cccc3ccccc23)CC1=O (stereo unspecified)	-11%	-10	?	-7%	-25%	?	4%	?	8%
COc1ccc(CNC(=O)C2CCC(CNC(=O)[C@@H]3Cc4ccccc4CN3)CC2)cc1 (stereo partly specified)	-8%	-17	0%	-11%	0%	-12%	?	3%	?
COc1ccc(OC)c(S(=O)(=O)Nc2c(C)nn(C)c2C)c1	2%	-14	0%	4%	?	10%	2%	-8%	-20%
CCOC(=O)c1cccc(NC(=O)CS(=O)(=O)Cc2nc(-c3cccc(OC)c3)oc2C)c1	0%	-18	-15%	1%	-10%	?	5%	-12%	4%
CC1=C(C(=O)Nc2cc(C)ccc2C)C(c2cccs2)NC(=S)N1 (stereo unspecified)	2%	7	8%	-1%	15%	?	1%	2%	2%
